# TDP1 cell noCPT: qHTS for Inhibitors of human tyrosyl-DNA phosphodiesterase 1 (TDP1): qHTS in cells in absence of CPT; DT40 Tdp1-/- hTDP1 cells, no CPT, ATP luminescence, 48 h; Potency, µM (titrated, usually from 46.2 µM), for inactives: top-dose activity change, negative = growth inhibition, usual class: inhibitors; hit rate 15% among 420,000; AID 686978, 2013; note: nearly all actives have a fitted effect of over 55% in size
#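 No-CPT arm: Tdp1-/-;hTDP1 DT40 cells (400/well) plus compounds, incubated ≥48 hr at 37 °C. Readout CellTiter-Glo luminescence.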
# TDP1 inh: TDP1 (human) enzyme inhibition | Q9NUW8 | recombinant TDP1, AlphaScreen DNA substrate cleavage | Potency, µM (highest dose often 130 µM), inactives show at the highest dose activity change, negative = inhibition, actives largely listed as inhibitors | hit rate 0.28% among 350,000 | AID 485290; note: nearly all actives have a fitted effect of over 40% in size
# Target sequence (Q9NUW8 whole entry, looked up): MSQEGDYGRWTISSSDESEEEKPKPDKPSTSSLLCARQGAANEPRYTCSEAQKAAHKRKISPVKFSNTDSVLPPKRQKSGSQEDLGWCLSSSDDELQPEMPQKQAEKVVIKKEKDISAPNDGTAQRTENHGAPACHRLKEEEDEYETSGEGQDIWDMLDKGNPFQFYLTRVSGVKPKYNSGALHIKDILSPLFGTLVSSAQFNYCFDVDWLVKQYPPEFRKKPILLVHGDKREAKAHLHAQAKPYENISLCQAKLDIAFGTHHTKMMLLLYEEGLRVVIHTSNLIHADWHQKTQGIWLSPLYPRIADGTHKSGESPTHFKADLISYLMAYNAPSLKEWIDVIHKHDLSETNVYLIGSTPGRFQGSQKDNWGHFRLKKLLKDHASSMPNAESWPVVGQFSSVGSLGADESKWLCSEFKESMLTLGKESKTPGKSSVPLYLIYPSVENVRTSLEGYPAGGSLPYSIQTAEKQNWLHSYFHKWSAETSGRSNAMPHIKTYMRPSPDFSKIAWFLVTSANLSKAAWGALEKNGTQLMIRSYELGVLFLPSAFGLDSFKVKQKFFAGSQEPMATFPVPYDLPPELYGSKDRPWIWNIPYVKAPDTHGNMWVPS
#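 AlphaScreen read-out: signal falls as enzyme removes the 3' tyrosine-FITC from a 5'-biotinylated DNA oligo (15 nM, 5 min, RT). Enzyme was E. coli-made recombinant Tdp1 at 1 nM, exposed to compound for 15 min beforehand; beads 10 ug/ml, 10 min.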
# N370S GC: inhibitors or activators of N370S glucocerebrosidase for Gaucher disease. N370S GC spleen homogenate, 4MU-glucoside fluorescence. hit rate 0.092% among 330,000. AID 2101. P04062. Potency, µM (top dose mostly 59.4 µM), inactives show at the highest dose activity change, negative = inhibition, usual class: inhibitors;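 note: 0% = full enzyme activity and -100% = no enzyme basal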
# Starred values were filed as active, the others as inactive; ? = inconclusive; · = no result given; & = joins results of further samples; [ ] = dose if it differs, or a comment. Calls come from the whole dose curve; as a rule, active = well fitted curve in the direction sought with a large enough effect; inconclusive = small, poorly fitted or top-dose-only effect, or another doubt; inactive = no such curve, though single readings can be large; an effect the other way counts as inactive or inconclusive. Unless noted, % is set by controls: 0 for no effect and ±100 for the full control effect; potency is the fitted concentration of half-maximal effect. Not all compounds are listed; rates above refer to the full screens.
# Value order – TDP1 cell noCPT | TDP1 inh | N370S GC
> Cc1ccc(NC(=O)c2noc3c2CCCCC3)cc1C
→ -17% | -2% | 1%
> CCN(CC)c1ccc(/C=N/NC(=O)c2ccco2)cc1
→ 3.3µM* | 4% | 20%
> O=C1CCCc2c1nc(-c1ccccc1F)n2O
→ -18% | 3% | -2%
> O=C(CCNS(=O)(=O)c1ccccc1)OCC(=O)c1ccc[nH]1
→ 0% | 2%[0.505 µM] | -4%
> Cc1ccc(-n2c(C)c(C)c3c(NCCN(C)C)ncnc32)cc1
→ -21% | · | -2%
> Cc1cc(NC(=O)COc2ccccc2C(N)=O)no1
→ -4% | -2% | ·
> CCOc1ccccc1NC(=O)Cn1c(C)cc(COC)c(C#N)c1=O
→ -8% | 0% | 27%
> COc1ccc(C(=O)NNC(=O)C2CCCN(C3CC(=O)N(c4ccccc4)C3=O)C2)cc1 (stereo not given)
→ 1% | 6% | 5%
> Cc1nn(Cc2ccc(C(=O)N3N=C(C(F)F)CC3(O)C(F)F)cc2)c(C)c1[N+](=O)[O-] (stereo not given)
→ ? | 2% | -8%
> NNC(=O)c1ccc(COc2ccc3c(c2)CCC3)o1
→ 12% | -10% | 2%
> C/C(=N/NS(=O)(=O)c1ccc(F)cc1)c1ccc(NC(=O)c2ccc(C)o2)cc1
→ -28% | 2% | -18%
> CCCn1c(N)c(C(=O)CSc2ncc(C(F)(F)F)cc2Cl)c(=O)[nH]c1=O
→ ? | -4% | 8%
> O=C(Cn1cnc2ccccc2c1=O)NCCC(=O)Nc1ccc2c(c1)OCCO2
→ -7% | -2% | 4%
> O=C(N[C@@H](Cc1ccccc1)C(=O)OCc1ccccc1)c1nc[nH]c1C(=O)N1CCNCC1
→ -17% | 2% | ·
> O=C1C2C(C(=O)N1/N=C/c1ccc([N+](=O)[O-])o1)C1C=CC2C12CC2 (stereo not given)
→ 23µM* | 2% | 1%
> CCN1CCN(C(C)C(=O)Nc2c(C)n(C)n(-c3ccccc3)c2=O)CC1 (stereo not given)
→ -8% | -2% | 4%
> O=C(NCc1ccon1)C1CCC(=O)N(Cc2cccc(C(F)(F)F)c2)C1 (stereo not given)
→ -2% | 4% | -1%
> CCOC(=O)N1CCC(NC(=O)c2ccc(CS(=O)c3cccc(Cl)c3)o2)CC1 (stereo not given)
→ 14% | 7% | 6%
> O=C(Oc1ccc(NC2=NS(=O)(=O)c3ccccc32)cc1)c1cccnc1
→ -1% | 0% | 1%
> Cn1cc(C(=O)NCc2ccccc2)c(=O)c2cc(S(=O)(=O)N3CCOCC3)ccc21
→ -2% | -7% | ·
> COc1cc(CO)cc(Br)c1OCC(=O)N1CCCCC1
→ -4% | 2% | 8%
> COc1ccc(CNC(=O)c2cccnc2)cc1
→ 17% | 2% | 1%
> O=C(NCc1ccc(Cl)cc1)c1cnn2ccccc12
→ -17% | 7% | -3%
> O=C(Cc1cccc2ccccc12)Nc1nnc(-c2cccc([N+](=O)[O-])c2)s1
→ -26% | 4% | 12%
> CC(C)NC(=O)N(Cc1ccc(Cl)cc1)Cc1cccs1
→ ? | 4% | 9%
> CN1C(C(=O)Nc2ccc(F)cc2F)=CC(c2ccc3c(c2)OCO3)=NS1(=O)=O
→ ? | 0% | ·
> CC(=O)N1CCC(=NNc2ncc(C(F)(F)F)cc2Cl)CC1
→ ? | 5% | 1%
> COc1ccc(CCNC(=O)Cn2c(=O)n(CC3CCCO3)c(=O)c3ccccc32)cc1OC (stereo not given)
→ -21% | -3% | 2%
> CC1(C)CC(CCC(=O)Nc2ccc(S(N)(=O)=O)cc2)C(=O)O1 (stereo not given)
→ -6% | 9% | 4%
> Cc1ccc(NC(=O)CNC(C)c2ccccc2)cc1 (stereo not given)
→ -12% | · | -3%
> COc1ccc(C(=O)NNC2CC(=O)N(Cc3ccccc3)C2=O)cc1OC (stereo not given)
→ -21% | 3% | -17%
> CCCSc1cc(Cl)nc(N)n1
→ -17% | -4% | -5%
> COc1ccc(OCc2ccc(-c3nc(C#N)c(NC(C)c4ccccc4)o3)o2)cc1 (stereo not given)
→ -15% | -4% | ·
> COc1ccc(-c2csc(NC(=O)CN3C(=O)C4CCCCC4C3=O)n2)cc1OC (stereo not given)
→ -28% | 6% | -21%
> O=C(COc1ccc(Br)cc1Cl)N1CCN(c2ccccn2)CC1
→ -7% | 2% | -10%
> CN(C)S(=O)(=O)c1ccc(C(=O)Nc2ccc3ncccc3c2)cc1
→ -21% | · | -1%
> Cc1ccc(S(=O)(=O)N2CCOCC2)cc1C(=O)NCCc1ccc(Cl)cc1
→ ? | -6% | ·
> COc1nccnc1NS(=O)(=O)c1ccc(NC(=S)NC(=O)c2cccnc2)cc1
→ -17% | -13% | -6%
> CCOC(=O)c1ccc(N2C(=O)C3CCCN3C2=S)cc1 (stereo not given)
→ 3% | 0% | ·
> O=C1CSC(=Nc2ccc(O)cc2)N1
→ 13% | · | -7%
> COc1ccc(COC(=O)C2CCN(C(=O)c3ccc(Cl)cc3)CC2)cc1F
→ ? | -5% | ·
> NC(=O)c1ccc(-n2nnnc2Oc2ccccc2)cc1
→ 0% | 0% | -4%
> O=C(COc1ccc(F)cc1)N(Cc1ccc(Cl)cc1)C1CCS(=O)(=O)C1 (stereo not given)
→ 11% | 1% | -8%
> O=C(COc1ccccc1[N+](=O)[O-])N1CCC(Cc2ccccc2)CC1
→ -19% | -1% | 1%
> O=C(CCNC(=O)c1ccco1)Nc1ccc(N2CCOCC2)cc1
→ 17% | -3% | 1%
> CCCCN(C(=O)c1ccc(OC(F)(F)F)cc1)c1c(N)n(CCC)c(=O)[nH]c1=O
→ 11% | 8% | 10%
> O=C(CSc1nc2c(c(=O)[nH]1)CCC2)Nc1ccc(F)cc1
→ 4% | · | -2%
> CCN1CCN(C(=O)C2CCCN(c3ncnc4c3nc3n4CCCCC3)C2)CC1 (stereo not given)
→ 1% | 1% | -16%
> COc1ccc(S(=O)(=O)Nc2ccccc2C(=O)Nc2nc(-c3ccc(F)cc3)cs2)cc1OC
→ 16µM* | 8% | 6%
> CC(CCc1ccccc1)NC(=O)CN1CCN(Cc2ccc(Cl)cc2)C1=O (stereo not given)
→ ? | 1% | 7%

# Carrying on:
# Value order – TDP1 cell noCPT | TDP1 inh | N370S GC
> COC(=O)c1cc(=O)nc2sc(-c3ccccc3)nn12
→ 0% | -2% | 6%
> O=C(Nc1ccc(S(=O)(=O)Nc2ncccn2)cc1)c1nn(Cc2ccccc2)c(=O)c2ccccc12
→ -17% | 4% | 14%
> COc1cccc(N2CCN(C(=O)CN(c3cc(C)cc(C)c3)S(=O)(=O)c3c(C)noc3C)CC2)c1
→ ? | 3% | -24%
> C/C(=N/O)c1no[n+]([O-])c1/C(C)=N\O
→ 2% | · | -18%
> COc1ccc(-c2nc(CN3CCN(c4ncccn4)CC3)c(C)o2)cc1C
→ 21µM* | 3% | 0%
> CN(C)c1ccc(C(=S)N2CCN(S(=O)(=O)c3ccccc3)CC2)cc1
→ ? | 10% | 1%
> COc1cccc(-c2cc(C(=O)Nc3ccc([N+](=O)[O-])cn3)c3ccccc3n2)c1
→ 12µM* | -3% | 5%
> Cc1ccc2cccc(OCC(=O)c3cc(C)n(Cc4ccco4)c3C)c2n1
→ · | 9% | -5%
> COC(=O)CN1C(=O)C(O)(c2c(C)[nH]c3ccccc23)c2ccccc21 (stereo not given)
→ ? | 1% | ·
> COc1ccc(O)c(/C=N/NC(=O)CCC(=O)Nc2cccc(C)c2)c1
→ 21µM* | · | -7%
> CCOc1ccc(C(C(=O)NC2CCCC2)N(Cc2ccccc2)C(=O)c2nsc(Cl)c2Cl)cc1 (stereo not given)
→ 18µM* | 3% | -7%
> O=C(CCc1ccccc1)Nc1nc2n(n1)C(c1ccccc1)CC(=O)N2 (stereo not given)
→ -3% | 4% | -13%
> CCCOc1ccc(C(=O)C(c2ccccc2)N2CCOCC2)cc1 (stereo not given)
→ ? | -7% | 23%
> CCCCCC(=O)/C=C/C=C\C/C=C\C/C=C\CCCC(=O)O
→ · | 4%&4% | -5%&-6%
> CC(CCc1ccccc1)NC(=O)C(=O)Nc1ccccc1 (stereo not given)
→ 0% | -1% | -1%
> COc1ccc(S(=O)(=O)N2CCC(C(=O)N[C@H](C(=O)NC3CCCC3)C(C)C)CC2)cc1
→ -9% | 2% | -4%
> FC(F)(F)c1cccc(CN2CCSCC2)c1
→ -3% | · | 3%
> Cc1ccc(S(=O)(=O)Nc2ccc3cn[nH]c3c2)cc1C
→ ? | 0% | ·
> Cc1sc2ncnc(N3CCCCC3)c2c1C
→ -29% | -1% | 23%
> CCOc1ccc(NC(=O)Cn2cc(C(=O)c3ccc(C)cc3)c(=O)c3cc4c(cc32)OCCO4)cc1
→ ? | 1% | ·
> CCc1ccc(-c2nc(SCC(=O)NC3CCCC3)n[nH]2)cc1
→ 23µM* | 3% | -3%
> Cc1ccc(NC(=O)CSc2nnc(C(F)(F)F)n2C)cc1[N+](=O)[O-]
→ -12% | 3% | 7%
> CC1CC(C)CN(C(=O)C2CCN(S(=O)(=O)c3cccc4cccnc34)CC2)C1 (stereo not given)
→ -19% | 3% | -3%
> O=C(O)c1ccc(N=Nc2c(O)[nH]c3ccccc23)cc1
→ ? | 3% | 3%
> Cc1cccc(N/C=C/C(=O)c2cccs2)c1C
→ -24% | -4% | 2%
> COc1ccc(/C=N/NC(=O)c2ccc(NC(=O)c3ccccc3Br)cc2)cc1
→ ? | -3% | 0%
> CCn1c(C)c(P(=O)(N2CCOCC2)N2CCOCC2)c2ccccc21
→ -13% | 0% | 2%
> O=C(NCCc1nc2ccccc2[nH]1)/C(=C/c1ccc2c(c1)OCO2)NC(=O)c1ccccc1Cl
→ ? | 3% | 11%
> CC(C)(C)NC(=O)c1oc2ccccc2c1NC(=O)c1ccc(F)cc1
→ ? | 2% | ·

# Of the compounds above, 16 have an aryl methoxy group.
# Value order – TDP1 cell noCPT | TDP1 inh | N370S GC
> COc1ccc(C(=O)NNC(=O)C2CCCN(C3CC(=O)N(c4ccccc4)C3=O)C2)cc1 (stereo not given)
→ 1% | 6% | 5%
> COc1cc(CO)cc(Br)c1OCC(=O)N1CCCCC1
→ -4% | 2% | 8%
> COc1ccc(CNC(=O)c2cccnc2)cc1
→ 17% | 2% | 1%
> COc1ccc(CCNC(=O)Cn2c(=O)n(CC3CCCO3)c(=O)c3ccccc32)cc1OC (stereo not given)
→ -21% | -3% | 2%
> COc1ccc(C(=O)NNC2CC(=O)N(Cc3ccccc3)C2=O)cc1OC (stereo not given)
→ -21% | 3% | -17%
> COc1ccc(OCc2ccc(-c3nc(C#N)c(NC(C)c4ccccc4)o3)o2)cc1 (stereo not given)
→ -15% | -4% | ·
> COc1ccc(-c2csc(NC(=O)CN3C(=O)C4CCCCC4C3=O)n2)cc1OC (stereo not given)
→ -28% | 6% | -21%
> COc1nccnc1NS(=O)(=O)c1ccc(NC(=S)NC(=O)c2cccnc2)cc1
→ -17% | -13% | -6%
> COc1ccc(COC(=O)C2CCN(C(=O)c3ccc(Cl)cc3)CC2)cc1F
→ ? | -5% | ·
> COc1ccc(S(=O)(=O)Nc2ccccc2C(=O)Nc2nc(-c3ccc(F)cc3)cs2)cc1OC
→ 16µM* | 8% | 6%
> COc1cccc(N2CCN(C(=O)CN(c3cc(C)cc(C)c3)S(=O)(=O)c3c(C)noc3C)CC2)c1
→ ? | 3% | -24%
> COc1ccc(-c2nc(CN3CCN(c4ncccn4)CC3)c(C)o2)cc1C
→ 21µM* | 3% | 0%
> COc1cccc(-c2cc(C(=O)Nc3ccc([N+](=O)[O-])cn3)c3ccccc3n2)c1
→ 12µM* | -3% | 5%
> COc1ccc(O)c(/C=N/NC(=O)CCC(=O)Nc2cccc(C)c2)c1
→ 21µM* | · | -7%
> COc1ccc(S(=O)(=O)N2CCC(C(=O)N[C@H](C(=O)NC3CCCC3)C(C)C)CC2)cc1
→ -9% | 2% | -4%
> COc1ccc(/C=N/NC(=O)c2ccc(NC(=O)c3ccccc3Br)cc2)cc1
→ ? | -3% | 0%
